Bcl-B TR3 displacers – displacers of TR3 peptide from Bcl-B, primary screen, selectivity assay for Bfl-1 inhibitor project, biochemical, fluorescence polarization | FP displacement of FITC-TR3 peptide from Bcl-B; higher % means a stronger effect | displacement, % at 20 µM; hits with a dose series show IC50 in µM | actives 0.11% (n = 96,000) | AID 748;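 active means displacement above 50% at 20 µM plus a fluorescence interference ratio under 1.5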;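 further: plate controls were wells without compound for no effect and wells lacking Bcl-B protein for full effect; a part of the inactive calls stands beside numbers as strong as those of hits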
IL1B NFkB pot – enhances IL-1B driven NFkB nuclear translocation. HUVEC IL-1B NFkB p65 nuclear translocation imaging. activation, % at 2 µM. actives 0.3% (n = 94,000). AID 819;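 active means activation above 40%, about the mean plus 3 SD, also judged a hit on visual image review; inconclusive means activation above 40% but not a hit on visual review; inactive means activation not above 40% and no visual hit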;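 further: percent activation is computed from the nuclear over cytoplasmic p65 intensity ratio; values of inactives mirror those of a sister screen read the other way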
MRP reversal – reverses drug resistance mediated by MRP; AID 602; differential viability (reversal), % at 10 µM; H69AR cells + 2 uM doxorubicin, CellTiter-Glo, 72 h; actives 0.04% (n = 85,000);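 active means viability drop by adding the cancer drug above about 55%, with treated viability meeting a 40% cutoff, limit read from the data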;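 further: viability without doxorubicin minus viability with 2 µM doxorubicin for each compound; larger differential means the compound sensitizes cells more to doxorubicin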
NFkB transloc inh – blocks IL-1B driven NFkB nuclear translocation in HUVEC cells; HUVEC IL-1B NFkB p65 nuclear translocation imaging; inhibition, % at 2 µM; actives 0.43% (n = 94,000); AID 796;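 active means inhibition above about 30% together with a positive call from visual inspection of the well image, limit read from the data; inconclusive means inhibition above a set limit but visual check negative; inactive means inhibition not above a set limit, visual check negative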;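 further: nuclear over cytoplasmic p65 intensity ratio measured by imaging; 0% = IL-1B stimulated DMSO wells and 100% = unstimulated DMSO wells; values of inactives mirror those of a sister screen read the other way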
PLAP inhibition – inhibition of human placental alkaline phosphatase – biochemical, luminescence, HTS (AID 690); purified PLAP, luminescent substrate; higher % means a stronger effect; inhibition, % at 20 µM; hits with a dose series show IC50 in µM; actives 0.08% (n = 96,000); in the data active means a potency from the dose series; inactive means the rest, 99 in 100 with inhibition below about 30%; further: strong numbers were not always called active
MRP reversal cytotoxicity – further read-out of MRP reversal, marked with its call; viability, %; H69AR cells, CellTiter-Glo, 72 h; measured here: cytotoxicity without doxorubicin
MRP reversal with doxorubicin – recorded beside MRP reversal, whose call it bears; viability, %; measured here: viability with 2 uM doxorubicin; active compounds read low
NFkB transloc inh cell count 2 µM – further read-out of NFkB transloc inh, marked with its call; cell count; measured here: cells passing quality filter;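 raw number of nuclei counted in each imaged well without normalization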
IL1B NFkB pot cell count 2 µM – also measured in IL1B NFkB pot; calls as there; cell count; measured here: cells passing quality filter
Numbers without * were called inactive; ? = inconclusive; nt = no result given.

SMILES	Bcl-B TR3 displacers	IL1B NFkB pot	IL1B NFkB pot cell count 2 µM	MRP reversal	MRP reversal cytotoxicity	MRP reversal with doxorubicin	NFkB transloc inh	NFkB transloc inh cell count 2 µM	PLAP inhibition
O=C(Nc1ccc(OC(F)F)c(Cl)c1)Nc1ccc2c(c1)OCO2	-2.6%	3.9	126	-32.4	59.9	92.2	-3.9	126	21.2%
CS(=O)(=O)N(CC(=O)Nc1ccccc1Sc1ccccc1)c1ccc(F)cc1	4.3%	5.3	156	nt	nt	nt	-5.3	156	-6.4%
COc1ccc(NC(=O)c2cc3cc(OC)ccc3oc2=N)cc1	2.4%	nt	nt	-16.1	77.8	93.9	nt	nt	9.3%
O=C(CSc1ncnc2ccccc12)N1CCN(c2ccccc2)CC1	nt	-9.7	149	-5.1	56.0	61.1	9.7	149	nt
CCNS(=O)(=O)c1ccc(NC(=O)c2ccccc2)cc1	-4.1%	-68.2	31	8.4	101.0	92.6	?	nt	19.9%
COc1cc(C(=O)NC(=S)Nc2ccc(Cl)c(C(=O)O)c2)cc(OC)c1OC	-14.3%	-1.4	132	nt	nt	nt	1.4	132	-0.1%
Cc1ccc2nc3c(cc(C#N)c(=O)n3CC3CCCO3)c(=O)n2c1 (configuration not stated)	13.6%	nt	nt	12.3	70.0	57.7	nt	nt	-8.5%
c1ccc(-c2nc3ccccn3c2NCc2ccc3c(c2)OCO3)cc1	12.9%	8.8	161	1.0	64.9	63.9	-8.8	161	40.5%
COc1ccccc1S(=O)(=O)Cc1ccc(C(=O)NCc2ccc3c(c2)OCO3)o1	1.1%	-5.4	62	9.7	88.6	79.0	5.4	62	13.1%
CCOC(=O)N1CCC(c2cc(=O)n3[nH]cc(C(=O)OC)c3n2)CC1	3.3%	19.1	58	1.9	83.6	81.8	-19.1	58	-14.7%
CCOC(=O)c1cc(CC)sc1NC(=O)COC	-9.1%	6.9	149	14.6	92.7	78.1	-6.9	149	-68.9%
CCc1[nH]nc2c1C(c1cccnc1)C(C#N)=C(N)O2 (configuration not stated)	-4.4%	43.3*	168*	1.4	90.9	89.5	-43.3	168	14.3%
CCOc1ccc(NC(=O)CSc2n[nH]c(=O)n2-c2ccccc2)cc1	-11.1%	8.7	118	-11.1	93.1	104.2	-8.7	118	-8.4%
CCN(CC)S(=O)(=O)c1ccc(Oc2ccccc2)cc1	7.9%	0.6	204	17.9	102.9	85.0	-0.6	204	17.6%
O=C(Nc1cccc(F)c1)/C(=C\c1ccco1)NC(=O)c1cccs1	4.0%	-4.0	141	nt	nt	nt	4.0	141	-16.8%
O=C(N/N=C/c1c(Nc2cccc(C(F)(F)F)c2)nc2ccccn2c1=O)c1ccccc1	-2.4%	2.6	151	nt	nt	nt	-2.6	151	-14.7%
O=c1cc(C(F)F)oc2c1ccc1ccccc12	0.1%	nt	nt	-9.9	89.3	99.2	nt	nt	12.1%
CC(C)C(=O)Nc1ccc(C(=O)N2CCCCCC2)cc1	-7.7%	2.1	155	4.7	100.6	95.9	-2.1	155	13.9%
Cc1ccc2c([N+](=O)[O-])c(C)ccc2n1	0.9%	-1.2	169	nt	nt	nt	1.2	169	10.5%
COC(=O)c1cccc(C(=O)Nc2ccc(C)cc2Br)n1	3.8%	-8.2	151	-9.4	75.7	85.2	8.2	151	-1.3%
CN(C)c1nc2ccc(OCCN3CCCCC3)cc2s1	8.5%	4.8	135	-1.1	89.1	90.2	-4.8	135	-88.7%
CCOC(=O)C1C(=O)NC(c2ccccc2)=NC1c1ccccc1 (configuration not stated)	7.7%	-2.1	115	nt	nt	nt	2.1	115	6.3%
CCn1nnc(NC(=O)c2cccc(-c3cc4ccccc4oc3=O)c2)n1	9.3%	2.6	147	-1.4	76.9	78.3	-2.6	147	2.8%
CC1(C)CC(=O)C(C=NCCc2ccc(O)cc2)=C(O)C1	-0.3%	5.0	77	-2.9	87.6	90.5	-5.0	77	-1.6%
O=C(NCc1ccco1)c1nc2ccccc2s1	-7.4%	7.7	119	18.7	92.9	74.2	-7.7	119	24.9%
CNC(=O)N(c1ccccc1)c1ccccc1	14.8%	9.4	210	-2.4	99.7	102.1	-9.4	210	6.4%
O=C(Nc1ccccc1N1CCOCC1)c1cc(-c2ccco2)nc2ccccc12	nt	20.8	81	-1.6	5.8	7.3	-20.8	81	-44.4%
COc1cc(NC(=O)Cn2nnc(-c3ccncc3)n2)cc(OC)c1	-9.8%	8.0	144	3.1	81.6	78.5	-8.0	144	-47.4%
Cc1nnc(NC(=O)c2cccc(S(=O)(=O)N3CCOCC3)c2)s1	-19.4%	-0.9	173	13.8	103.1	89.3	0.9	173	-34.5%
COC(=O)c1cc(OC)c(OC)cc1NC(=O)c1cc(C)on1	nt	3.4	151	3.9	64.3	60.4	-3.4	151	nt
N#CC1=C(SCc2ccccc2)NC(=O)CC1c1cccc(O)c1 (configuration not stated)	-5.5%	nt	nt	33.9	97.8	63.9	nt	nt	16.0%
CC(=O)N1CCc2cc(Br)cc(S(=O)(=O)NCC3CCCO3)c21 (configuration not stated)	-10.5%	-13.2	154	3.1	99.9	96.8	13.2	154	8.4%
COc1ccc(NS(=O)(=O)c2ccc3oc(SC4CCOC4=O)nc3c2)cc1 (configuration not stated)	-6.7%	14.1	141	10.8	126.7	116.0	-14.1	141	-44.2%
N#Cc1cccc(-c2cn(S(=O)(=O)c3ccc(Cl)cc3)nc2N)c1	1.9%	30.4	154	-8.3	54.2	62.5	-30.4	154	-0.6%
CCCOc1ccc(C(=O)Nc2ccc(N3CCN(C(C)=O)CC3)cc2)cc1	nt	7.7	161	nt	nt	nt	-7.7	161	nt
CCN(CC)C(=O)COc1cc(C)c(Cl)c(C)c1	nt	17.3	123	2.6	100.2	97.6	-17.3	123	nt
COC(=O)c1ccc2c(c1)nc(C)n2CCO	8.9%	23.4	182	-3.6	92.5	96.0	-23.4	182	1.6%
OC1(c2cccc(C(F)(F)F)c2)CCN(c2ccc(-c3ccccc3)nn2)CC1	nt	5.8	185	nt	nt	nt	-5.8	185	nt
O=C1CCCC(=O)C1=Cc1c[nH]c2ccccc12	-7.5%	-14.2	177	nt	nt	nt	14.2	177	8.1%
Cc1nn(-c2ccccc2)c2c1C(c1ccncc1)C(C#N)=C(N)O2 (configuration not stated)	-4.9%	1.5	87	nt	nt	nt	-1.5	87	-6.3%
OCCNc1nc2ccccc2n1-c1ncnc2sc3c(c12)CCC3	9.2%	20.0	174	-2.4	55.6	58.0	-20.0	174	-224.3%
Cc1ccc(-n2c(SCC(=O)Nc3nccs3)nc3c(c2=O)SCC3)cc1	-2.4%	nt	nt	2.4	67.0	64.5	nt	nt	11.1%
COc1cc(C(=O)O)ccc1OCc1c(C)noc1C	-3.4%	19.2	150	nt	nt	nt	-19.2	150	-7.0%
Cc1onc(-c2ccccc2)c1C(=O)Nc1ccc(OC(C)C)cc1	nt	4.9	52	nt	nt	nt	-4.9	52	nt
Cc1ccc2cc(C#N)c(NCc3ccco3)nc2c1	-63.9%	5.8	117	-7.9	92.8	100.7	-5.8	117	15.8%
CC1CCCC(C)N1Cc1cn2ccccc2n1 (configuration not stated)	-1.2%	16.8	152	2.5	99.9	97.4	-16.8	152	-15.2%
Cc1ccc(Oc2ccc3c(c2)C(=O)N(c2ccc(S(=O)(=O)Nc4nccs4)cc2)C3=O)cc1	0.4%	7.5	204	nt	nt	nt	-7.5	204	-33.8%
COc1cc(CNC(C)c2ccccc2)c(Br)cc1OCC(N)=O (configuration not stated)	-2.9%	0.6	146	18.0	88.7	70.7	-0.6	146	-5.8%
Cc1ccc(C(=O)Nc2sc3c(c2C(=O)NCc2ccco2)CCCC3)cc1	-6.3%	9.2	116	3.8	11.2	7.4	-9.2	116	-17.8%
Cc1cc(C)c(C#N)c(SCC(=O)NC(C)(C)C)n1	-0.6%	0.8	152	-8.7	81.4	90.0	-0.8	152	14.8%
O=C(C1=C(O)C(=O)N(CC2CCCO2)C1c1cccnc1)c1ccco1 (configuration not stated)	7.9%	13.0	136	1.1	92.5	91.3	-13.0	136	5.3%
O=C(COc1ccccc1)NCC1CCCO1 (configuration not stated)	nt	-3.5	160	-10.3	89.8	100.1	3.5	160	nt
COc1ccc(C(=O)C(CN2CCOCC2)c2ccccc2)cc1F (configuration not stated)	6.5%	-11.2	107	0.6	1.9	1.3	11.2	107	-23.6%
Cc1nc(SCC(=O)N2CC(=O)Nc3ccccc32)c2c(C)c(C)sc2n1	-15.9%	-0.4	157	nt	nt	nt	0.4	157	-31.7%
CC(C(=O)NC1CCCC1)N(Cc1ccco1)C(=O)c1snc(C(=O)NC2CCCC2)c1N (configuration not stated)	-6.8%	9.0	106	5.9	80.7	74.8	-9.0	106	-58.7%
COc1ccc(C(=O)NC(Nc2ccccc2)C(Cl)(Cl)Cl)cc1 (configuration not stated)	4.2%	6.1	105	nt	nt	nt	-6.1	105	-8.5%
CCOc1cc(N2CCOCC2)c(OCC)cc1NC(=O)Cc1ccc(OC)c(OC)c1	-9.9%	3.0	145	1.9	87.3	85.4	-3.0	145	-37.7%
COc1ccc(CNC(=O)CN(c2cc(C)cc(C)c2)S(=O)(=O)c2c(C)noc2C)cc1	2.5%	1.8	49	7.1	79.8	72.8	-1.8	49	6.5%
CC(=O)NC1CSCC1OC(C)=O (configuration not stated)	-5.2%	0.5	75	0.2	100.4	100.1	-0.5	75	17.1%
CC1=C(C(=O)Nc2ccc(F)cc2)C(c2cccc(C)c2)n2nc(CCCO)nc2N1 (configuration not stated)	2.0%	nt	nt	7.4	96.7	89.3	nt	nt	-5.8%

An excerpt from above in order of molar mass, lowest first.
SMILES	Bcl-B TR3 displacers	IL1B NFkB pot	IL1B NFkB pot cell count 2 µM	MRP reversal	MRP reversal cytotoxicity	MRP reversal with doxorubicin	NFkB transloc inh	NFkB transloc inh cell count 2 µM	PLAP inhibition
CC1CCCC(C)N1Cc1cn2ccccc2n1 (configuration not stated)	-1.2%	16.8	152	2.5	99.9	97.4	-16.8	152	-15.2%
Cc1ccc(C(=O)Nc2sc3c(c2C(=O)NCc2ccco2)CCCC3)cc1	-6.3%	9.2	116	3.8	11.2	7.4	-9.2	116	-17.8%
COc1ccc(CNC(=O)CN(c2cc(C)cc(C)c2)S(=O)(=O)c2c(C)noc2C)cc1	2.5%	1.8	49	7.1	79.8	72.8	-1.8	49	6.5%

Next section:
SMILES	Bcl-B TR3 displacers	IL1B NFkB pot	IL1B NFkB pot cell count 2 µM	MRP reversal	MRP reversal cytotoxicity	MRP reversal with doxorubicin	NFkB transloc inh	NFkB transloc inh cell count 2 µM	PLAP inhibition
CCCCN=CC1=C(O)C(C(=O)OC)C(C)(C)CC1=O (configuration not stated)	-9.0%	-2.4	181	0.6	99.2	98.6	2.4	181	3.8%
CCOC(=O)c1sc2nc(C(C)C)c3c(c2c1N)CC(C)(C)OC3	-4.0%	9.1	184	-17.7	50.5	68.2	-9.1	184	9.4%
Cc1ccc(S(=O)(=O)N(C)c2ccc(N)cc2)cc1	-8.6%	9.3	162	-4.9	100.2	105.1	-9.3	162	18.2%
O=C(CCC(=O)c1cccs1)Nc1nnc(C2CC2)s1	1.4%	3.2	139	6.6	106.6	100.0	-3.2	139	-10.3%
ONC(=Nc1ccccc1)c1ccccc1Cl	-1.9%	-4.2	185	nt	nt	nt	4.2	185	20.0%
Clc1ccc(-c2nnc(NC3=NCCCCC3)o2)cc1	-3.5%	12.9	169	9.4	97.3	87.8	-12.9	169	2.1%
O=C(CCS(=O)(=O)c1cccs1)NC1CCCCCC1	-0.7%	-12.4	96	nt	nt	nt	12.4	96	6.6%
N#Cc1c(-c2ccc(Cl)cc2)ccn2nc(CCC(=O)O)nc12	-11.0%	5.0	47	1.3	101.3	100.0	-5.0	47	-16.2%
CCC(=O)n1nc(-c2ccc(OC)cc2)nc1SC	nt	-11.7	82	13.2	105.8	92.7	11.7	82	nt
COc1ccc(-c2cc3nc4n(c(=O)c3s2)CCC4)cc1	-4.9%	16.8	124	2.5	94.9	92.4	-16.8	124	22.9%

This is a subset. The share of hits here may be higher or lower than overall.
